Assay outcomes (PubChem BioAssay)
Cardio protect: myocardial damage modulation in H9c2 cells | AID 588492 | H9c2 cardiomyocytes, H2O2 injury protection, ATPLite, 2 h | protection from H2O2 cell death, % at 20 µM | 360,000 tested, 0.63% active;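 active means compounds giving at least 50% protection of heart cells from peroxide-induced death in the single-dose screen, raw or plate-pattern-corrected value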;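 further: 0% = DMSO wells with peroxide and 100% = DMSO wells without peroxide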
TRPM1 prom inh: MITF TRPM1 promoter inhibition in SK-MEL-5 cells. inhibition, % at 12.5 µM. 330,000 tested, 0.83% active. SK-MEL-5 TRPM1 promoter luciferase, 24 h;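 active means mean inhibition across replicates of 60% or more, whatever share of single replicates reaches that level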; further: values of inactives mirror those of a sister screen read the other way
NR2E3 ag-1: human photoreceptor-specific nuclear receptor agonism. Q9Y5X4. CHO-S Gal4-NCOR/VP16-NR2E3 two-hybrid, luciferase. inhibition of corepressor binding, % at 3.98 µM. 360,000 tested, 0.35% active. AID 602229;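 active means inhibition above the mean of all tested compounds plus 3 SD, cut at about 70% in these data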;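 further: 0% = DMSO with NR2E3 transfected cells and 100% = cells lacking NR2E3 construct; higher means lower luciferase signal from less NR2E3 corepressor binding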
Target sequence (Q9Y5X4 whole entry, looked up, the tested form may be a part): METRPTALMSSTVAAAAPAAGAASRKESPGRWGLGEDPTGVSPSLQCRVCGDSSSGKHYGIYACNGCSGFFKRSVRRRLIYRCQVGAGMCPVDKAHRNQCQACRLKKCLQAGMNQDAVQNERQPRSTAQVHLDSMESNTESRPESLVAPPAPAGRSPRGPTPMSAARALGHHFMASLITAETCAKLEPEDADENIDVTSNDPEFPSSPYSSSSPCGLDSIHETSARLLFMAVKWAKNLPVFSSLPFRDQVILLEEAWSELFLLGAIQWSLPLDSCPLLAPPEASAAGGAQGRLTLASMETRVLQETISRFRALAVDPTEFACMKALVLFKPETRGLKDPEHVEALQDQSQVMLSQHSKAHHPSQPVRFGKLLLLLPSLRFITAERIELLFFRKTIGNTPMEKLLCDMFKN
hiPSC survival: increases survival of single human iPS cells; AID 602274; hiPSC single-cell survival, ATPlite luminescence; 100% = ROCK inhibitor wells, 0% = DMSO; 360,000 tested, 0.044% active; survival enhancement, % at 20 µM; in the data active means survival enhancement above about 18%;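 further: cells exposed to compounds for 16 hours before the ATP read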
Shn3 inh set2: inhibitors of Schnurri-3 3'UTR reporter in osteoblasts. 360,000 tested, 0.52% active. inhibition, % at 12.5 µM. AID 588674. Clone20 osteoblast Shn3 3'UTR firefly luciferase, 24 h;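 active means mean inhibition of at least 75% with every replicate also reaching 75%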;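 further: 0% = median of neutral control wells and 100% = pilot-screen positive control compound; some compounds past the cut are filed as inactive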
PDI turbidity: PDI (human) enzyme inhibition. P07237. PDI insulin aggregation turbidity, A650, 90 min. inhibition, % at 10 µM. 350,000 tested, 0.052% active;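 active means mean inhibition across replicates of 30% or more, whatever share of single replicates reach that level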;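 further: absorbance from insulin aggregation driven by PDI reduction with DTT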
HIF-2a inh: blocks HIF-2a reporter activity. 786-0 RCC cells HIF-2a reporter, luciferase luminescence, overnight. inhibition, % at 18.8 µM. 360,000 tested, 0.72% active. AID 624352;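 active means inhibition of the luminescence signal of 40% or more relative to plate controls, in a single-dose primary screen at 18.75 µM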
NR2E3 ag-2: activates human photoreceptor nuclear receptor NR2E3 | AID 2300 | 320,000 tested, 0.12% active | GST-NR2E3/biotin-RetCOR TR-FRET, 1536-well | inhibition of corepressor binding, % at 4.78 µM;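 active means percent inhibition above the cutoff of mean plus 3 SD of all tested compounds, set per screening campaign, cut at about 20% in these data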;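 further: 0% = DMSO wells and 100% = biotin wells as full block of FRET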
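Material: NR2E3–RetCOR corepressor complex | Quantity: 1.35 nM GST-tagged NR2E3 final | Schedule: 5 h at 4 °C | Replication: Singlicate compound wells | Reagent: RetCOR corepressor, biotinylated, 7 nM | Controls: Biotin wells as high control, 0.6% DMSO wells as low control | Signal: TR-FRET, Eu(K)-anti-GST donor, streptavidin-D2 acceptor, ex 340, em 617/671 nm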
CaV13 FRET inh: Primary screen for inhibitors of IQ motif and Ca2+-dependent inactivation inhibitor domain binding in CACNA1D, Förster resonance energy transfer in living cells, …. HEK cells, CFP/YFP FRET ICDI-IQ, plate reader, 10 min; percent FRET-ratio fall versus neutral wells. inhibition, % at 12.3 µM. 340,000 tested, 0.098% active. AID 743397;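 active means mean replicate inhibition of at least 30% and at least 1% of replicates passing that level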;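 further: 0% = median of the neutral control wells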
m5-HT2A agonist: agonists of mouse serotonin 5-HT2A receptor (HTR2A); P35363; CHO-K1 mHTR2A beta-arrestin complementation, luminescence; percent of 30 µM serotonin response; activation, % at 7.6 µM; 360,000 tested, 0.66% active; AID 624169;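 active means activation above a run cutoff, the mean activation of all tested compounds plus 3 SD, cut at about 14% in these data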;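 further: 0% = plate median of compound wells and 100% = 30 µM serotonin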
Target sequence (P35363 whole entry, looked up): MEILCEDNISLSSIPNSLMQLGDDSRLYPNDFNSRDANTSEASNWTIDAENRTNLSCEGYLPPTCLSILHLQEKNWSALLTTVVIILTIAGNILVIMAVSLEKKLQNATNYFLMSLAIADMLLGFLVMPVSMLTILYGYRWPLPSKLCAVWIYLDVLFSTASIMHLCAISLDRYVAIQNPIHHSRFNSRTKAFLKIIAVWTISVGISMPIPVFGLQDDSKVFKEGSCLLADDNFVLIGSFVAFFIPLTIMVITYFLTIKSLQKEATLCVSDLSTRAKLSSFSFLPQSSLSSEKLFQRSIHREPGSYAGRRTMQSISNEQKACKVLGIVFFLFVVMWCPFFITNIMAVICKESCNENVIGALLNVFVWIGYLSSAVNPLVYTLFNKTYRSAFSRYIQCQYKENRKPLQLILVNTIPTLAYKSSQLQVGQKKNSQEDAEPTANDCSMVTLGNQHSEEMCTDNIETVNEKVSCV
Peg3 prom inh: Peg3 promoter activity inhibition; HeLa PEG-Prom luciferase reporter, luminescence, overnight; 360,000 tested, 1.7% active; inhibition, % at 20 µM;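 active means inhibition of at least 50% at 20 µM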
An asterisk follows results filed as active.

Results for OC(COCC1CC=CCC1)Cn1cnc2ccccc21 (stereo not given) ?
Cardio protect: -6; TRPM1 prom inh: -9; NR2E3 ag-1: 14; hiPSC survival: 1.4; Shn3 inh set2: 6; PDI turbidity: 2; HIF-2a inh: 4; NR2E3 ag-2: -1; CaV13 FRET inh: -4; m5-HT2A agonist: 8; Peg3 prom inh: -7

Results for COc1cc(OCc2ccc(C)cc2)ccc1CNC[C@H]1O[C@@H](n2cnc(C(N)=O)n2)[C@H](O)[C@@H]1O ?
Cardio protect: -3; TRPM1 prom inh: -9; NR2E3 ag-1: -31; hiPSC survival: -0.1; Shn3 inh set2: -53; PDI turbidity: -10; HIF-2a inh: -70; CaV13 FRET inh: -3; m5-HT2A agonist: 3; Peg3 prom inh: -53

How did O=C(NCc1ccccc1)c1cc(C2CCCCN2C(=O)CCc2ccccc2)on1 (stereo not given) do in these assays?
Cardio protect: -12; NR2E3 ag-1: 14; hiPSC survival: -0.8; Shn3 inh set2: 2; PDI turbidity: 6; HIF-2a inh: 11; CaV13 FRET inh: -12; m5-HT2A agonist: 0; Peg3 prom inh: 5

What do the screens show for `Cc1ccc(-n2nc3c(Cl)nnc(C)c3c2C)cc1`?
Cardio protect: -3; TRPM1 prom inh: 2; NR2E3 ag-1: -23; hiPSC survival: -2.9; Shn3 inh set2: 4; PDI turbidity: 17; HIF-2a inh: 5; NR2E3 ag-2: -4; CaV13 FRET inh: -5; m5-HT2A agonist: -6; Peg3 prom inh: 10

How did CC(=O)c1cccc(NC(=S)NCc2ccccc2)c1 do in these assays?
Cardio protect: -2; TRPM1 prom inh: 4; NR2E3 ag-1: -1; hiPSC survival: 0.5; Shn3 inh set2: 0; PDI turbidity: -12; HIF-2a inh: 3; NR2E3 ag-2: 1; CaV13 FRET inh: -4; m5-HT2A agonist: 3; Peg3 prom inh: 14

Results for Cc1cc(C)n(CC(=O)N/N=C/c2cc(Br)cc([N+](=O)[O-])c2O)n1 ?
Cardio protect: 19; TRPM1 prom inh: -7; NR2E3 ag-1: -6; hiPSC survival: 1.8; Shn3 inh set2: 8; PDI turbidity: 0; HIF-2a inh: 19; NR2E3 ag-2: -1; CaV13 FRET inh: -5; m5-HT2A agonist: -8; Peg3 prom inh: 5

Results for O=c1cc(CSc2nc(NCc3ccccc3)c3ccccc3n2)nc2ccc(Cl)cn12 ?
Cardio protect: 15; TRPM1 prom inh: -10; NR2E3 ag-1: 5; hiPSC survival: 0.4; Shn3 inh set2: 2; PDI turbidity: -2; HIF-2a inh: 21; NR2E3 ag-2: -1; CaV13 FRET inh: -2; m5-HT2A agonist: 0; Peg3 prom inh: 19

Results for O=C(CCSc1ccccc1)Nc1ccc(OCc2ccccc2)cc1 ?
Cardio protect: -2; TRPM1 prom inh: -18; NR2E3 ag-1: -10; hiPSC survival: -7.0; Shn3 inh set2: -2; PDI turbidity: -1; HIF-2a inh: 2; NR2E3 ag-2: 2; m5-HT2A agonist: 4; Peg3 prom inh: 1

How did CCN(CC(=O)NCc1ccc(F)cc1)CC(=O)Nc1ccc(S(=O)(=O)N2CCCC2)cc1 do in these assays?
Cardio protect: 5; TRPM1 prom inh: -21; NR2E3 ag-1: 32; hiPSC survival: -0.2; Shn3 inh set2: 15; PDI turbidity: 3; HIF-2a inh: 12; NR2E3 ag-2: 2; CaV13 FRET inh: -5; m5-HT2A agonist: 0; Peg3 prom inh: 14

What do the screens show for `O=c1c(Cc2ccc(Cl)cc2Cl)c(O)ccn1Cc1ccncc1`?
Cardio protect: 0; TRPM1 prom inh: 1; NR2E3 ag-1: -21; hiPSC survival: -1.9; Shn3 inh set2: 0; PDI turbidity: -2; HIF-2a inh: 14; NR2E3 ag-2: 3; CaV13 FRET inh: 4; m5-HT2A agonist: -2; Peg3 prom inh: 3

Results for Cn1cc(-c2csc(C(C)(O)c3cccnc3)n2)cn1 (stereo not given) ?
Cardio protect: 1; NR2E3 ag-1: 26; hiPSC survival: 4.2; Shn3 inh set2: -5; PDI turbidity: -4; HIF-2a inh: 13; CaV13 FRET inh: -6; m5-HT2A agonist: 1; Peg3 prom inh: 4

How did COc1ccc(CCNC(=O)c2cc([N+](=O)[O-])cc([N+](=O)[O-])c2)cc1OC do in these assays?
Cardio protect: 4; TRPM1 prom inh: 9; NR2E3 ag-1: -27; hiPSC survival: 1.9; Shn3 inh set2: 10; PDI turbidity: -1; HIF-2a inh: 21; CaV13 FRET inh: -4; m5-HT2A agonist: -1; Peg3 prom inh: 6

Results for CC(=O)N1CSCC1C(=O)O (stereo not given) ?
Cardio protect: -1; TRPM1 prom inh: -1; NR2E3 ag-1: -31; hiPSC survival: -2.0; Shn3 inh set2: -19; PDI turbidity: -6; HIF-2a inh: 10; NR2E3 ag-2: 4; m5-HT2A agonist: 3; Peg3 prom inh: 9

How did CC1(C(=O)Nc2cccc(S(=O)(=O)N3CCOCC3)c2)Cc2ccccc2C(=O)O1 (stereo not given) do in these assays?
Cardio protect: 3; TRPM1 prom inh: -6; NR2E3 ag-1: 13; hiPSC survival: -0.6; Shn3 inh set2: 18; PDI turbidity: -6; HIF-2a inh: 8; NR2E3 ag-2: 1; CaV13 FRET inh: 2; m5-HT2A agonist: 5; Peg3 prom inh: 15

Results for CCCCCCCN=CC1=C(O)CC(c2ccccc2)CC1=O (stereo not given) ?
Cardio protect: 6; TRPM1 prom inh: 11; NR2E3 ag-1: -16; hiPSC survival: 2.4; Shn3 inh set2: 3; PDI turbidity: -1; HIF-2a inh: 18; NR2E3 ag-2: 3; CaV13 FRET inh: -2; m5-HT2A agonist: 2; Peg3 prom inh: -4

What do the screens show for `Cc1ccc2c(c1)NCC(C(=O)NC1CCCCC1)O2` (stereo not given)?
Cardio protect: 13; TRPM1 prom inh: -8; NR2E3 ag-1: 4; hiPSC survival: 1.6; Shn3 inh set2: 7; PDI turbidity: 8; HIF-2a inh: -18; NR2E3 ag-2: 1; CaV13 FRET inh: -7; m5-HT2A agonist: -6; Peg3 prom inh: -11

Results for O=C(CNS(=O)(=O)c1ccc(F)c(Cl)c1)NCCc1ccccc1 ?
Cardio protect: 1; TRPM1 prom inh: 7; NR2E3 ag-1: -22; hiPSC survival: -0.5; Shn3 inh set2: -4; PDI turbidity: 0; HIF-2a inh: 4; NR2E3 ag-2: -1; CaV13 FRET inh: -5; m5-HT2A agonist: -1; Peg3 prom inh: 3

Results for CC(=O)c1c(Nc2ccccc2)sc(C(=O)c2ccccc2)c1C ?
Cardio protect: 0; TRPM1 prom inh: -12; NR2E3 ag-1: -18; hiPSC survival: 0.9; Shn3 inh set2: -4; PDI turbidity: 0; HIF-2a inh: 0; NR2E3 ag-2: 1; CaV13 FRET inh: -7; m5-HT2A agonist: -4; Peg3 prom inh: 25

What do the screens show for `CC(C)CC(=O)Nc1nnc(S(=O)(=O)N(C)Cc2ccco2)s1`?
Cardio protect: -2; TRPM1 prom inh: -10; NR2E3 ag-1: -13; hiPSC survival: -0.5; Shn3 inh set2: 1; PDI turbidity: 4; HIF-2a inh: 5; NR2E3 ag-2: -2; m5-HT2A agonist: -5; Peg3 prom inh: 11

How did S=c1[nH]nc(CCc2ccccc2)n1-c1ccc(Cl)cc1 do in these assays?
Cardio protect: -1; TRPM1 prom inh: -3; NR2E3 ag-1: -19; hiPSC survival: -0.9; Shn3 inh set2: -6; PDI turbidity: 2; HIF-2a inh: 13; NR2E3 ag-2: -1; CaV13 FRET inh: -5; m5-HT2A agonist: 1; Peg3 prom inh: 4

How did O=C(Cc1cccs1)N1CCN(C(=O)C2CCCO2)CC1 (stereo not given) do in these assays?
Cardio protect: 5; TRPM1 prom inh: 12; NR2E3 ag-1: -11; hiPSC survival: -1.8; Shn3 inh set2: -10; PDI turbidity: 3; HIF-2a inh: -6; NR2E3 ag-2: 4; CaV13 FRET inh: -3; m5-HT2A agonist: -3; Peg3 prom inh: 11

Results for CCN(CC)S(=O)(=O)c1cccc(C(=O)N/N=C/c2ccccc2OCC(=O)O)c1 ?
Cardio protect: -5; TRPM1 prom inh: 0; NR2E3 ag-1: 0; hiPSC survival: -0.5; Shn3 inh set2: -28; PDI turbidity: 3; HIF-2a inh: 22; NR2E3 ag-2: -2; CaV13 FRET inh: -2; m5-HT2A agonist: -3; Peg3 prom inh: 6

Results for Cc1onc(-c2ccccc2)c1C(=O)Nc1nnc(C(C)C)s1 ?
Cardio protect: 0; TRPM1 prom inh: 11; NR2E3 ag-1: -39; hiPSC survival: 0.4; Shn3 inh set2: 8; PDI turbidity: -1; HIF-2a inh: 18; NR2E3 ag-2: 0; m5-HT2A agonist: 3; Peg3 prom inh: 6

What do the screens show for `CCn1cc(C(=O)N2CCCC2)c(=O)c2cc(S(=O)(=O)N3CC(C)CC(C)C3)ccc21` (stereo not given)?
Cardio protect: -1; TRPM1 prom inh: -3; NR2E3 ag-1: -11; hiPSC survival: 0.1; Shn3 inh set2: -44; PDI turbidity: 3; HIF-2a inh: 10; NR2E3 ag-2: 2; CaV13 FRET inh: -2; m5-HT2A agonist: 5; Peg3 prom inh: 10

Results for C=CCN1C(=O)C(=O)N(Cc2nc3ccccc3s2)C1=O ?
Cardio protect: -6; TRPM1 prom inh: -36; NR2E3 ag-1: -91; hiPSC survival: -0.4; Shn3 inh set2: -75; PDI turbidity: -3; HIF-2a inh: -236; NR2E3 ag-2: 3; CaV13 FRET inh: -4; m5-HT2A agonist: 0; Peg3 prom inh: -149

Results for COc1ccc(CCN=C(N)NS(=O)(=O)c2ccc(F)cc2)cc1OC ?
Cardio protect: -3; TRPM1 prom inh: -3; NR2E3 ag-1: 2; hiPSC survival: 0.9; Shn3 inh set2: -8; PDI turbidity: -5; HIF-2a inh: 18; NR2E3 ag-2: 5; CaV13 FRET inh: -7; m5-HT2A agonist: 4; Peg3 prom inh: 5

Results for CC1(C)CC(=O)C2=C(C1)Nc1ccccc1NC2c1cccnc1 (stereo not given) ?
Cardio protect: -8; TRPM1 prom inh: -5; NR2E3 ag-1: -10; hiPSC survival: 0.4; Shn3 inh set2: -5; PDI turbidity: 0; HIF-2a inh: 9; NR2E3 ag-2: 0; m5-HT2A agonist: 7; Peg3 prom inh: 13

How did COc1ccc(-n2ncc3c2CC(C)(C)CC3NC(=O)c2cn[nH]c2)cc1 (stereo not given) do in these assays?
Cardio protect: 4; TRPM1 prom inh: 7; NR2E3 ag-1: 0; hiPSC survival: 1.2; Shn3 inh set2: 11; PDI turbidity: -1; HIF-2a inh: 17; m5-HT2A agonist: 4; Peg3 prom inh: 21
